# AmpC det inh: inhibitors of E. coli AmpC beta-lactamase with detergent | purified AmpC, nitrocefin hydrolysis with detergent | AID 584 | Potency, µM (titrated, usually from 28.7 µM), inactives show top-dose activity change, negative = inhibition | P00811 | 71,000 tested, 0.09% active; active = well fitted curve in the direction sought with a large enough effect; inconclusive = small, poorly fitted or top-dose-only effect
# Target sequence (P00811 whole entry, looked up): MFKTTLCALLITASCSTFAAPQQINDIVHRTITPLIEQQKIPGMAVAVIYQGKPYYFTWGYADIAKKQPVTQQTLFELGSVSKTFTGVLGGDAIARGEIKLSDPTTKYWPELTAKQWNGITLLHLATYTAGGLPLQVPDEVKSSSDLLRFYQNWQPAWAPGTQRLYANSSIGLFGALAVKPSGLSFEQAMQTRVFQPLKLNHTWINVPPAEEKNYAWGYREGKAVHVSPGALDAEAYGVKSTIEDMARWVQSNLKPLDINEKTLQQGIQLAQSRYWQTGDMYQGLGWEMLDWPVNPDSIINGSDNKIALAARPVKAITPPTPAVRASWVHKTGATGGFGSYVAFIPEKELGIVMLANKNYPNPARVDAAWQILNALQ
#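 E. coli AmpC (5.3 nM) in 20 mM phosphate pH 7.0 with 0.01% Triton X-100, preincubated 15 min RT with compound; nitrocefin (2 uL of 800 uM stock) hydrolysis followed by 480 nm absorbance every 20 s over 4 min.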
# Numbers without * were called inactive; ? = inconclusive; [ ] = another dose, or the depositor's remark. % is set by controls: 0 for no effect and ±100 for the full control effect; potency is the fitted concentration of half-maximal effect.
SMILES	AmpC det inh
O[C@@](CCN1CCCC1)(c1ccccc1)C1CCCCC1	-0.9%[12.8 µM]
Cc1cc(C)nc(Nc2ncc(O)n2-c2ccc(C)c(Cl)c2)n1	-4.5%
Clc1ccccc1-c1nc(NCCN2CCOCC2)c2ccccc2n1	11.2%
Cc1occc1C(=O)Nc1ccc2c(c1)OCO2	-0.7%
O=C(c1ccccc1)N1CCN(Cc2c[nH]c3ccccc23)CC1	-2.6%
C=CCn1c(CCCNC(=O)C(C)(C)C)nc2ccccc21	13.0%
O=C(OCC(=O)N1CCN(c2ccccc2)CC1)c1ccccn1	-2.0%
CC(=O)c1cccc(NC(=O)N2CCCC2C(=O)Nc2c(C)cccc2C)c1 (configuration not stated)	-0.8%
COCCNC(=O)C1CCC(Cn2c(=S)[nH]c3ccccc3c2=O)CC1 (configuration not stated)	-5.2%
S=c1[nH]nc(-c2cccnc2)o1	0.8%
N#Cc1nc(Cc2cccc3ccccc23)oc1N1CCCCC1	-3.3%
O=C(O)Cc1nc2nc3c(c(=O)n2[nH]1)CCCC3	1.8%
COc1ccc(S(=O)(=O)Cc2ccc(C(=O)NC3CCCC3)o2)cc1	14.9%
COc1ccc(N(CC(=O)NC2CCCC2)C(=O)Cn2nnc(-c3ccc(F)cc3)n2)cc1OC	9.5%
CN1CC[C@@]2(CCCN(C(=O)c3ccco3)C2)C1	1.6%
O=C(O)/C=C1\NC(=O)c2ccccc21	-1.9%
O=c1[nH]c(N2CCc3ccccc3C2)nc2c1CCC2	-6.8%
Cc1c(C)c2c(c(C)c1O)CC[C@@](C)(C(=O)O)O2	0.1%[12.8 µM]
CC1(C)Nc2ccccc2N(CCC(=O)N2CCOCC2)C1=O	6.6%
CCCCOc1ccc(OCCCN2CCOCC2)cc1	-4.2%[12.8 µM]
O=C(c1cccs1)N1CCN(Cc2cccnc2)CC1	-2.0%
O=C(Nc1ccc(Cl)cn1)c1cccnc1	-2.4%
Fc1ccc(C2=Nn3c(nnc3-c3n[nH]c4c3CCC4)SC2)cc1	12.4%
CS(=O)(=O)N(CC(=O)O)c1cccc(Cl)c1	-6.6%
COc1cccc(-c2cncnc2NCCc2c[nH]c3ccc(OC)cc23)c1	?
N#Cc1ccc(CN2CC[C@@]3(CCCN(C(=O)c4cccc(F)c4)C3)C2)cc1	-2.0%
Cc1ccc(S(=O)(=O)N(CC(=O)N2CCOCC2)C2CCCCC2)cc1	7.5%
CCCCc1c(C)nn(-c2nnc3c4ccccc4n(CC)c3n2)c1C	0.2%
Cc1cc(C)c(S(=O)(=O)N(C)CC(N)=O)c(C)c1	-2.4%
COc1ccc(CN2CCNCC2)c(OC)c1OC	-1.2%[12.8 µM]
CC(C)C(NS(=O)(=O)c1ccc2c3c(cccc13)C(=O)N2)C(=O)O (configuration not stated)	8.6%
O=C(NCCCN1CCN(c2ccccc2F)CC1)C1CCN(S(=O)(=O)N2CCOCC2)CC1	4.0%
CC(C)Cn1c(NCCN(C)C)nc2c1c(=O)[nH]c(=O)n2C	-1.2%
CC(C)Cc1nc2oc3c(=O)[nH]cnc3c2c2c1CCC2	-3.0%
CCC(c1nnc(SCC(=O)Nc2nnc(-c3ccccc3)o2)o1)N(C)C (configuration not stated)	0.6%
CC1CC2(CC(C)(C(=O)CSc3nc4ccccc4s3)OC2=O)C(=O)O1 (configuration not stated)	-2.7%
O=C(O)CCC(=O)NCC1OCCc2ccccc21 (configuration not stated)	-4.5%
CCc1n[nH]c2c1/C(=N\O)CC(c1ccccc1)C2 (configuration not stated)	15.9%
CCCCOc1ccc(CN2CCN(CCO)CC2)cc1	5.6%
CC(=O)c1cccc(NC(=O)CN(c2cccc(F)c2)S(C)(=O)=O)c1	-2.1%

# Exported as labelled records: entries from further up
O=c1[nH]c(N2CCc3ccccc3C2)nc2c1CCC2
  AmpC det inh: -6.8%

C=CCn1c(CCCNC(=O)C(C)(C)C)nc2ccccc21
  AmpC det inh: 13.0%

CN1CC[C@@]2(CCCN(C(=O)c3ccco3)C2)C1
  AmpC det inh: 1.6%

CC(=O)c1cccc(NC(=O)CN(c2cccc(F)c2)S(C)(=O)=O)c1
  AmpC det inh: -2.1%

# (more compounds)
SMILES	AmpC det inh
Cc1noc(NS(=O)(=O)c2ccc(N)cc2)c1C	-1.0%
CC(C)(C)NC(=O)NC(=O)COC(=O)CNC(=O)c1cccc(F)c1	-2.6%
O=C(CCCN1C(=O)c2ccccc2C1=O)Nc1ccccn1	-6.2%
CN(C)Cc1ccccc1-c1ccc2ncnc(N(C)Cc3ccco3)c2c1	6.2%
Cc1nn(C(=O)c2ccccc2)c2c1C(=O)CC(C)(C)C2	-3.6%
N#Cc1cnn(CC2CCCCC2)c1N	9.5%
COC(=O)c1cc(-c2cccc(OC)c2)on1	-0.9%
CN(C)c1oc(-c2ccccc2F)nc1C#N	12.7%
CCOC(=O)C1C(=O)CC(C)(O)C(C(=O)OCC)C1c1ccc(Br)o1 (configuration not stated)	-2.4%
COc1ccc(CN2CCN(S(=O)(=O)c3ccc(F)cc3)CC2)cc1OC	-5.6%
C[Si](C)(c1ccc(C(=O)O)cc1)c1ccc(C(=O)O)cc1	-3.4%[5.75 µM]
Cc1nnc(SCC(N)=O)n1CC1CCCO1 (configuration not stated)	-0.5%
CCCCCCn1c(CN2CCN(C(=O)c3ccco3)CC2)nc2c1c(=O)n(C)c(=O)n2C	10.5%
CCCCNC(=O)C(c1ccc(OCC(=O)OC)c(C(=O)OC)c1)N(CCc1ccccn1)C(=O)CCCCCN1C(=O)NC(c2ccc(-c3ccccc3)cc2)C(C(=O)OCc2ccccc2)=C1C (configuration not stated)	10.4%
Cn1cc(SCC(=O)NCc2ccc3c(c2)OCO3)c2ccccc21	8.7%
O=C(c1cccs1)N1CCN(S(=O)(=O)N2CCOCC2)CC1	-3.2%
O=C(Cn1cnc2c(cnn2-c2ccc(F)cc2)c1=O)NCc1ccco1	8.1%
Cc1ccc(-c2csc(NC(=O)c3ccno3)n2)cc1	-2.6%
CN1CCCC(OC(=O)c2cc(Br)ccc2Cl)C1 (configuration not stated)	-3.0%
CCOC(=O)C1CCN(C(=O)CSCc2nc(-c3ccc(OCC)cc3)oc2C)CC1	-6.2%
CCN(CCNC(=O)C1CC(=O)N(CCc2ccccc2)C1)c1ccccc1 (configuration not stated)	-4.0%
CN1CC(=O)N(CC(=O)NCc2ccc(F)cc2)c2ccccc2C1=O	0.8%
CCOC(=O)c1sc(NC(=O)c2cc3c(C)nn(-c4ccccc4)c3s2)nc1C	-3.2%
O=C(COC(=O)c1ccc(Oc2ccccc2)cc1)Nc1nnc(-c2ccccc2)o1	-3.0%
COc1cccc(NC(=O)c2ccco2)c1	10.2%
O=C1OCCC1Sc1nnc(-c2cccs2)n1Cc1ccccc1 (configuration not stated)	-0.8%
CCOC(=O)c1c(C)[nH]c(C(=O)COC(=O)CNC(=O)C2CCCCC2)c1C	-7.1%
CCOC(=O)N1CCN(C(=O)C2CCCN(S(=O)(=O)c3cc(C)ccc3OC)C2)CC1 (configuration not stated)	-3.9%
CC(C)CCNC(=O)CCCOc1cc(=O)n(C)c2ccccc12	-4.4%
CC1CCCCN1CCNC(=O)c1cc2c(-c3ccccc3F)nn(C)c2s1 (configuration not stated)	9.8%
CCOC(=O)c1c(O)[nH]c(=O)c(CC)c1C	-2.9%[5.75 µM]
CCC(C)(C(=O)NC1CCCCC1)N(C(=O)C1CCC(=O)N1)c1ccc(C)cc1 (configuration not stated)	-2.2%
CCCNC(=O)CS(=O)Cc1nc(-c2ccccc2C)oc1C (configuration not stated)	12.8%
CCSc1nc2c(c(=O)[nH]1)C(c1cccnc1)C(C(=O)OC)=C(C)N2 (configuration not stated)	10.9%
O=C1c2cc([N+](=O)[O-])ccc2-c2ccc3c4ccc5c6c(ccc(c7ccc1c2c73)c64)C(=O)c1cc([N+](=O)[O-])ccc1-5	-11.0%[5.75 µM]
O=C(Cn1cc2c(n1)CCCC2)NCc1ccccn1	5.5%
CCCC(=O)Nc1cccc(NC(=O)c2ccc3c(c2)OCO3)c1	-2.8%
O=C(Cn1cc(/C=N/O)c2ccccc21)N1CCOCC1	-5.6%
CCOCCCNc1nc2c([nH]1)c(=O)n(C)c(=O)n2C	21.6%
CCC12CC3CC(C1)CC(C(=O)Nc1nn[nH]n1)(C3)C2	-2.1%

# Given as labelled records: entries from further up
structure: O=C(Cn1cc2c(n1)CCCC2)NCc1ccccn1
  AmpC det inh: 5.5%

structure: CCCC(=O)Nc1cccc(NC(=O)c2ccc3c(c2)OCO3)c1
  AmpC det inh: -2.8%

structure: O=C(Cn1cc(/C=N/O)c2ccccc21)N1CCOCC1
  AmpC det inh: -5.6%

structure: CCOCCCNc1nc2c([nH]1)c(=O)n(C)c(=O)n2C
  AmpC det inh: 21.6%

# (further entries)
SMILES	AmpC det inh
COc1ccc(S(=O)(=O)Nc2cccc(NC(C)=O)c2)cc1	7.7%
CCOC(=O)C1CCN(S(=O)(=O)c2ccc(OCC)cc2)CC1	0.9%
COCCNC(=O)C1CC(=O)N(c2ccc(F)c(Cl)c2)C1 (configuration not stated)	7.3%
Clc1cc(Cl)c(-c2cc(Cl)c(Cl)cc2Cl)cc1Cl	9.0%
COc1cc(N[C@@H](C)CCCN)c2ncccc2c1	-2.7%[12.8 µM]
Cn1ccnc1P(=S)(c1nccn1C)c1nccn1C	11.7%
O=C(OCc1nc2ccccc2c(=O)[nH]1)c1cccs1	10.7%
N[C@@H](Cc1ccccc1)c1nnc(SCc2ccccc2Cl)o1	-2.1%
CCCCn1c(O)c(C(C)=NC(Cc2c[nH]c3ccccc23)C(=O)OC)c(=O)[nH]c1=O (configuration not stated)	-3.2%
CCOc1ccc2noc3c2c1C(=O)c1ccccc1-3	2.8%
CCOCC(=O)Nc1nc2c(s1)C(=O)CC(C)(C)C2	9.9%
COc1ccccc1OCC(=O)Nc1ccc(O)cc1C(=O)O	-0.9%
CCOC(=O)C(NC(=O)CCC(=O)Nc1ccc(S(N)(=O)=O)cc1)C(O)c1ccccc1 (configuration not stated)	-0.6%
CC(C)n1c(SCc2ccc(Cl)cc2)nc2c1c(=O)[nH]c(=O)n2C	-2.1%
CCOC(=O)/C(C#N)=C1/C=Nc2ccccc2N1	4.9%
Cc1cc(S(=O)(=O)N2CCCC2)ccc1OCC(=O)N1CCOCC1	-1.4%
CCN(CC)C(=O)COc1ccc(-c2nnc(N3CCCCC3)c3ccccc23)cc1	-3.6%
CC(C)C(OC(=O)c1cccs1)C(=O)NCc1ccco1 (configuration not stated)	-0.6%
CN(C)CCCNC(=O)Cc1ccc(Br)cc1	3.2%
O=C(CN1CCN(c2ccccc2)CC1)Nc1nnc(-c2ccccc2)s1	-2.2%
Fc1ccc(-c2nnc3sc(-c4ccc5c(c4)OCO5)nn23)cc1	-1.3%
CCNc1nc(N2CCCCC2)nc(-n2nnc(C(=O)OCC)c2C)n1	-0.1%
COC(=O)Cn1c(CCC(=O)O)ccc1-c1ccccc1	5.1%
CCC1CCCCN1CCCNC(=O)CC1Oc2ccc(C)cc2NC1=O (configuration not stated)	12.4%
CCOC(=O)c1cccc(NC(=O)CSc2nnc(-c3ccoc3C)n2CC)c1	-5.1%
CSc1nc2ccccc2n1Cc1cccc(F)c1	-2.3%
Cc1cccc(NC2SC(=O)N(c3ccccc3)C2=O)c1 (configuration not stated)	6.7%
O=c1[nH]c(=O)n(CCC2=CCCCC2)c(O)c1C=NCCN1CCNCC1	-6.2%

# Pulled by compound from the list above, 6 records:
SMILES	AmpC det inh
CSc1nc2ccccc2n1Cc1cccc(F)c1	-2.3%
CCNc1nc(N2CCCCC2)nc(-n2nnc(C(=O)OCC)c2C)n1	-0.1%
CCC1CCCCN1CCCNC(=O)CC1Oc2ccc(C)cc2NC1=O (configuration not stated)	12.4%
Fc1ccc(-c2nnc3sc(-c4ccc5c(c4)OCO5)nn23)cc1	-1.3%
O=c1[nH]c(=O)n(CCC2=CCCCC2)c(O)c1C=NCCN1CCNCC1	-6.2%
Cc1cccc(NC2SC(=O)N(c3ccccc3)C2=O)c1 (configuration not stated)	6.7%

# High-throughput results as filed in PubChem.

# Only part of the results is shown; rates above refer to the full screens.
